Screening data as filed in PubChem BioAssay.
GalR3 antag: human GalR3 antagonism | O60755 | HEK293 GalR3-CNG cAMP membrane potential fluorescence; galR3 body fused to GalR1 C-terminus | inhibition, % at 3 µM | 360,000 compounds, 0.44% hits;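 active means inhibition above the screen-wide average plus 3 SD, cut at about 13% in these data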;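 further: forskolin and galanin both at EC90 stimulate the cells; cAMP rise reported by CNG channel membrane potential dye signal; 0% = forskolin plus galanin with DMSO and 100% = forskolin alone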
Target sequence (O60755 1-299 limits assumed): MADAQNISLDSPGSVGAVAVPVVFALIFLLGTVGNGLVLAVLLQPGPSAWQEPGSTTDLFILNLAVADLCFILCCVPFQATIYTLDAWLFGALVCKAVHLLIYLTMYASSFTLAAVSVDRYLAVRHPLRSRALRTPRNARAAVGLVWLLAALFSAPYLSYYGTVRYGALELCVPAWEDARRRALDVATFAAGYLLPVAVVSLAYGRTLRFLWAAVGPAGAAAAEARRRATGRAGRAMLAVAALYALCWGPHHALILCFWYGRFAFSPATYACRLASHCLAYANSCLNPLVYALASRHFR
The depositor's hits bear a star. This is a subset; rates above refer to the full screens.

SMILES | GalR3 antag
Nc1ccn([C@@H]2O[C@H](C(=O)N[C@H](Cc3ccccc3)C(=O)N3CCN(CC(=O)N4CCCC4)CC3)[C@@H](O)[C@H]2O)c(=O)n1 | -7
COc1ccc(CN(C)CCCn2ccc(N)nc2=O)cc1OC | -4
Cc1ccc(S(=O)(=O)NCC(=O)OCc2csc(CC(=O)Nc3ccccc3C)n2)cc1C | -3
CCCNC(=O)C1CC(=O)N(c2ccc(OCc3ccccc3)cc2)C1 (centres undefined) | -4
CCCCN(C(=O)CC1CCCC1)c1c(N)n(Cc2ccccc2)c(=O)[nH]c1=O | -7
Cc1ccc(NC(=O)C(C)N2CCCc3ccccc32)cc1S(=O)(=O)N1CCOCC1 (centres undefined) | 4
CC1(Oc2ccccc2-c2ccno2)CCN(Cc2csc3ccccc23)C1 (centres undefined) | -1
O=C(C[C@H]1CC[C@@H]2[C@H](COC[C@@H](O)CN2C(=O)C2CC2)O1)NCc1ccccc1Cl | 2
Cc1cc(NC(=O)NC(=O)c2ccccc2NC(=O)CN(C)C)ccc1Oc1ncc(Br)cn1 | 1
O=C(O)Cc1cccc2c(=O)cc(-c3ccccc3)oc12 | -7
COc1cccc(NC(=O)N(C)C[C@@H]2OCc3cnnn3CCCC(=O)N([C@H](C)CO)C[C@@H]2C)c1 | -6
CC1=C(C(=O)N(C(C)C)C(C)C)CC(CC(=O)NCCCCc2ccccc2)C(=O)N1CCCN1CCCC1=O (centres undefined) | -2
CCN(C(=O)CSc1nnc(-c2ccccc2F)n1N)c1c(N)n(Cc2ccccc2)c(=O)[nH]c1=O | -4
C=CC[C@H]1C(C(=O)OCC)=CC[C@@H](c2ccccc2)N1S(=O)(=O)c1ccc(C)cc1 | -5
CC(=O)c1sc(Nc2ccccc2)nc1C | -9
O=C(c1ccccc1)N1CCC2CCN(CCc3ccccc3)CC21 (centres undefined) | -7
COc1ccc(CC(=O)OCC(=O)N2CCN(S(=O)(=O)c3ccc(C)cc3C)CC2)cc1OC | -5
COC(=O)c1cc(=O)nc(NN=Cc2ccco2)s1 | -8
Cn1c(=O)c2cc(NC(=S)NC3CC3)ccc2n1Cc1ccc(F)cc1 | -7
O=C1NC[C@@H](CCCCN2CCN(CCc3ccccc3)C(=O)C2=O)N(CC2CCCCC2)C1=O | -1
CCOC(=O)N(C)c1c(CC)nc2c(OCc3ccc(F)cc3)cccn12 | -7
CCc1nc2nc(C)cc(C)n2c1Nc1ccc(OC)cc1 | -9
COc1ccccc1NC(=O)Nc1nc(C(N)Cc2ccc(C(F)(F)F)cc2)cs1 (centres undefined) | -6
COc1cccc(CCC2C(=O)CCCC2=O)c1 | -1
CCCCCC(=O)N1C[C@@H](O)[C@H](n2cc(C3CC3)nn2)C[C@@H]1c1ccccc1 | 1
COc1ccc(/C=C2\SC(=S)N(CCC(=O)N3CCOCC3)C2=O)cc1OC | -2
O=c1[nH]nc(Sc2ccccc2)c(=S)[nH]1 | -2
CC(C)C[C@@H](COCc1cccc(C(F)(F)F)c1)N1CCN(C(=O)c2ccc(C(F)(F)F)cc2)CCC1=O | -8
CCOC(=O)C1=CCN(S(=O)(=O)c2ccc(C)cc2)C1c1ccc(Cl)c(Cl)c1 (centres undefined) | -5
CCOC(=O)C1(C(=O)OCC)NC(=O)CC1C (centres undefined) | -3
c1ccc(CSc2ncnc3c2ncn3C2CCCCO2)cc1 (centres undefined) | -5
COc1cccc(CNC(=O)[C@@H]2CCCN2C(=O)[C@@H]2CCCN2C(=O)c2cccc3ccccc23)c1 | -3
Cc1ccc(C(NC(=O)C2CCN(CCOc3ccc(Cl)cc3Cl)CC2)c2ccccn2)cc1 (centres undefined) | -3
Cc1c(C)c2ccc(OCC(=O)NCCc3c[nH]c4ccccc34)cc2oc1=O | -1
COC(=O)[C@@]1(C)[C@H]2C(=O)N(Cc3ccccc3)C(=O)[C@H]2[C@H]2CN=C(SCC(=O)c3ccccc3)N21 | -7
CC(C)[C@@H](CO)NS(=O)(=O)c1ccc(Br)cc1F | -5
COc1ccc(CCC(=O)N2c3ccccc3N=C(c3ccc4c(c3)OCO4)C2C(=O)NCc2ccccc2)cc1 (centres undefined) | -4
Cn1cc(Cc2ccc(C(=O)NC34CC5CC(CC(C5)C3)C4)cn2)c2ccccc21 | -6
Cc1ccnc(NC(=O)c2cccc(NC(=O)c3ccc(Cl)cc3)c2)c1 | -7
CNc1ncnc2c1ncn2[C@H]1CN(Cc2ccc3c(c2)OCO3)C[C@@H](CO)O1 | -6
Cc1ccc(S(=O)(=O)N2C[C@H]3C(=O)C[C@@H](c4ccc(Cl)cc4)N(S(=O)(=O)c4ccccc4C)[C@H]3C[C@H]2c2ccccc2)cc1 | -6
CC1(C)NC(=O)C(CCc2ccccc2)NC1=O (centres undefined) | 2
CC(=O)Nc1ccc(-c2ccnc3c2CC(C(=O)Nc2ccc(C(C)C)cc2)O3)cc1 (centres undefined) | -7
NC(=O)C1C2C=CC(C2)C1c1ccccc1 (centres undefined) | -5
CCCCN1CC(COc2ccccc2)Oc2cccc(F)c2S1(=O)=O (centres undefined) | -8
CSc1ccc(CN2CCC(C)(Oc3ccc(C(C)=O)cc3)C2)cc1 (centres undefined) | -8
CCN(c1ccccc1)S(=O)(=O)c1ccc(C(=O)NCC(c2ccccc2OC)N2CCCC2)cc1 (centres undefined) | 0
O=C(CSc1nc2ccccc2c(=O)n1-c1ccccc1)Nc1ccc2c(c1)CCC2 | -9

Pulled one by one from the entries so far, two records:
SMILES | GalR3 antag
CCCCN1CC(COc2ccccc2)Oc2cccc(F)c2S1(=O)=O (centres undefined) | -8
O=C(CSc1nc2ccccc2c(=O)n1-c1ccccc1)Nc1ccc2c(c1)CCC2 | -9

Continued.
SMILES | GalR3 antag
CCOC(=O)/C=c1/s/c(=C/c2ccccc2OC)c(=O)n1CC(=O)N1CCOCC1 | -3
Cc1ccc(C2c3c(n[nH]c3C(C)C)C(=O)N2c2ccccc2)cc1 (centres undefined) | -7
Cc1ccc(S(=O)(=O)NCC(=O)NCC(=O)NCCc2ccc(Cl)cc2)cc1C | -7
O=C(NC1CC1)c1ccc2sc([C@@H]3O[C@H](CO)[C@H](O)[C@H](O)[C@H]3O)nc2c1 | -2
CC1=CC(C)(C)NC(=S)N1CCO | -5
C=CCCC1CN(CCCC)S(=O)(=O)c2c(F)cccc2O1 (centres undefined) | -8
CC(C)[C@H]1COCCS(=O)(=O)N1Cc1ccccc1-c1ccccc1 | -5
CCOc1ccccc1N1CCN(C(=O)c2cc3ccccc3cc2OC)CC1 | -5
O=C(Nc1cccc(Oc2ccccc2)c1)C1Cc2c(-c3ccccc3)ccnc2O1 (centres undefined) | -6
C[C@H](CO)N1C[C@H](C)[C@@H](CN(C)Cc2ccc(C(F)(F)F)cc2)OCc2cnnn2CCCC1=O | -5
O=C(C[C@H]1C[C@H](C(=O)N2CCOCC2)[C@@]2(CCC3CCCC3)c3[nH]c4ccc(Cl)cc4c3CCN2C1=O)NCCN1CCOCC1 | -3
CC(C)NC(=O)N(C)C[C@H]1OCc2cnnn2CCCC(=O)N([C@@H](C)CO)C[C@H]1C | 1
NC(=O)c1ncn([C@@H]2O[C@H](CNCc3ccccc3OCc3ccc(Cl)cc3Cl)[C@@H](O)[C@H]2O)n1 | -4
CCc1nc2c(OCc3ccc(C(F)(F)F)cc3)cccn2c1N(C)C(=O)c1ccc(OC)cc1 | -8
CC(=O)Nc1ccc2c(c1)C(=Nc1cccc(C)c1)c1ccccc1-2 | -6
NC(=O)c1c(N)[nH]c(C(=O)c2ccccc2)c1-c1ccc(Cl)cc1Cl | -6
O=C(NCc1ccccc1)C(c1ccc(-c2ccccc2)cc1)N1CCN(CCN2CCOCC2)CC1 (centres undefined) | -4
O=C(NCCC(F)(F)F)C1Cc2c(-c3ccc(Cl)cc3)ccnc2O1 (centres undefined) | -6
Cc1ccc(OCCNC(=O)c2cccc(S(=O)(=O)NCc3ccccc3)c2)cc1 | -4
CC(=O)NC(c1cccc(F)c1)c1nc(-c2cc3ccccc3o2)cs1 (centres undefined) | -2
O=C(NNC(=O)c1cccc2ccccc12)c1cccc(Br)c1 | -3
CCCCCCCCNS(=O)(=O)CCNC1CC1 | -7
Cc1ccc(OCCC(=O)OCC(=O)NC2CCCCC2)cc1 | -7
O=C(Cc1ccc(NC(=O)C2CCN(C(=O)C3CCCC3)CC2)cc1)Nc1cccc(C(=O)N2CCCC2)c1 | -4
C[C@@H]1CN[C@H](CCO)/C1=C\c1ccccc1 | -8
COc1ccc(N2CC(C(=O)Nc3nnc(SCC(=O)Nc4ccc(NC(C)=O)cc4)s3)CC2=O)cc1 (centres undefined) | -7
CCOc1ccc(NC(=O)COc2cccc3cccnc23)cc1S(=O)(=O)N1CCCC1 | 5
CCNC(=O)C1(C)CCCN(C(=O)c2nc(C)oc2C)C1 (centres undefined) | -8
O=C(NC(=O)c1c(F)cccc1F)Nc1cccc(Oc2ncc(Cl)cn2)c1 | 5
CCCCCCn1cc(CN2CC(N(C)CCC)CS2(=O)=O)nn1 (centres undefined) | -4
COc1cccc(S(=O)(=O)N(C)C[C@H]2OCc3cnnn3CCCC(=O)N([C@@H](C)CO)C[C@@H]2C)c1 | -5
CCCCCCN1C[C@H](n2cc(COC(=O)c3ccccc3)nn2)[C@@H](O)C[C@@H]1c1ccc(OC)cc1 | -5
COc1cc(-c2coc3c(C(=O)NCc4ccc(C(F)(F)F)cc4)cccc23)ccc1O | -1
C=CCNc1ncnc2c1ncn2[C@H]1CN(Cc2cccc3ccccc23)C[C@@H](CO)O1 | -3
CCCCCCN1C[C@@H](n2cc(C3CC3)nn2)[C@H](O)C[C@@H]1c1ccc(OC)cc1 | -6
CCOC(=O)[C@]12Cc3c(cc(OC)c(OC)c3OC)[C@H]1N(C1CCCCC1)C(=O)c1cc(OC)ccc12 | -8
CC(Oc1ccc(F)cc1)C(=O)Nc1cccc(S(=O)(=O)N(C)c2ccccc2)c1 (centres undefined) | -1
O=C1CC(c2ccccc2)C(=O)N2C(=O)CC(c3ccccc3)C(=O)N12 (centres undefined) | -7
CC(C)(C)S(=O)(=O)N1Cc2cc(CO)cc(CCO)c2[C@H]1CCO | -3
C[C@@H]1CN([C@@H](C)CO)C(=O)CCCn2nncc2CO[C@H]1CN(C)S(=O)(=O)c1cn(C)cn1 | -5
CC1CCC(CC(=O)O)(C(=O)O)CC1 (centres undefined) | -4
COc1ccc(NC(=O)Nc2nc(C(N)C3CCCCC3)cs2)cc1 (centres undefined) | -3
Cc1cccc(COC[C@H](Cc2ccccc2)N2CCN(C(=O)c3cccc(C)c3)CCC2=O)c1 | -6
Cc1c(NC(=O)c2cccc(NC(=O)COc3ccc(C#N)cc3)c2)c(=O)n(-c2ccccc2)n1C | -3
CC(C)C[C@@H](CN1CCCC1CN1C(=S)NC[C@@H]1Cc1ccccc1)N1C[C@H](Cc2ccccc2)N(CC2CCCCCC2)C1=S (some centres undefined) | -6
CC(=NNC(=O)c1ccncc1)c1ccc(Cl)c(Cl)c1 | -4
CC(=O)c1cccc(-c2ccnc3c2CC(C(=O)Nc2ccc(C(C)C)cc2)O3)c1 (centres undefined) | -4
O=C(O)CC1(C(=O)O)CC2C=CC1C2 (centres undefined) | -6
Cc1ccc(C(=O)N2CCC3CC2c2cc(-c4ccc5c(c4)OCO5)ccc23)cc1 (centres undefined) | -6
CCNC(=O)C1CCCN(C(=O)c2cccc(OC(F)(F)F)c2)CC1 (centres undefined) | -1
COc1ccccc1-c1csc(C(C)(O)c2ccccc2)n1 (centres undefined) | -1
Cc1ccc(S(=O)(=O)Nc2c(C)n(C)n(-c3ccccc3)c2=O)cc1C(=O)NCc1ccco1 | -8
CC(C)(c1ccccc1)c1ccc(OCc2ccc(C(=O)O)o2)cc1 | 0
Oc1ccc2ccccc2c1/C=C/c1ccc2c(Br)cc(Br)c(O)c2n1 | -5
NC(=O)C1CCN(C(=O)C2CCN(C(=O)Nc3ccccc3)CC2)CC1 | -5
CC12CCC(CC1O)C2C(=O)O (centres undefined) | -6
CC(C)=CCCC1=CC[C@H]2[C@@H](C1)C(C(C)C)=CC(=O)[C@@]2(C)O | -3
CC(C)NC(=O)C1Cc2c(-c3ccc4c(c3)OCO4)ccnc2O1 (centres undefined) | 0
COc1ccc(CC2(c3ccccc3)NC(=O)NC2=O)cc1 (centres undefined) | -5
Cc1cc2c(c(=O)o1)[C@@]1(C(=O)N(C)c3ccccc31)C1=C(CCC1=O)O2 | -7
CC(=O)OC(C)C1C2=C(C(=O)CC1(C)O)C(=O)c1c(ccc(-c3ccc4c(c3O)C(=O)C3=C(C4=O)C(C(C)OC(C)=O)C(C)(O)CC3=O)c1O)C2=O (centres undefined) | -4
COc1cc(Nc2ccn3nccc3n2)cc(OC)c1OC | -5
COC(=O)C1=CN(c2ccc(OC)cc2)C(N)=C(C#N)C1c1ccc(OC)cc1 (centres undefined) | -5

In the list so far, these have a Cl atom:
SMILES | GalR3 antag
O=C(C[C@H]1CC[C@@H]2[C@H](COC[C@@H](O)CN2C(=O)C2CC2)O1)NCc1ccccc1Cl | 2
CCOC(=O)C1=CCN(S(=O)(=O)c2ccc(C)cc2)C1c1ccc(Cl)c(Cl)c1 (centres undefined) | -5
Cc1ccc(C(NC(=O)C2CCN(CCOc3ccc(Cl)cc3Cl)CC2)c2ccccn2)cc1 (centres undefined) | -3
Cc1ccnc(NC(=O)c2cccc(NC(=O)c3ccc(Cl)cc3)c2)c1 | -7
Cc1ccc(S(=O)(=O)N2C[C@H]3C(=O)C[C@@H](c4ccc(Cl)cc4)N(S(=O)(=O)c4ccccc4C)[C@H]3C[C@H]2c2ccccc2)cc1 | -6
Cc1ccc(S(=O)(=O)NCC(=O)NCC(=O)NCCc2ccc(Cl)cc2)cc1C | -7
O=C(C[C@H]1C[C@H](C(=O)N2CCOCC2)[C@@]2(CCC3CCCC3)c3[nH]c4ccc(Cl)cc4c3CCN2C1=O)NCCN1CCOCC1 | -3
NC(=O)c1ncn([C@@H]2O[C@H](CNCc3ccccc3OCc3ccc(Cl)cc3Cl)[C@@H](O)[C@H]2O)n1 | -4
NC(=O)c1c(N)[nH]c(C(=O)c2ccccc2)c1-c1ccc(Cl)cc1Cl | -6
O=C(NCCC(F)(F)F)C1Cc2c(-c3ccc(Cl)cc3)ccnc2O1 (centres undefined) | -6
O=C(NC(=O)c1c(F)cccc1F)Nc1cccc(Oc2ncc(Cl)cn2)c1 | 5
CC(=NNC(=O)c1ccncc1)c1ccc(Cl)c(Cl)c1 | -4
